Bioassay records deposited in PubChem BioAssay by National Center for Advancing Translational Sciences (NCATS).
Nrf2 activator: qHTS of Nrf2 Activators; AREc32 ARE-luciferase reporter (MCF7-derived line), luminescence, 24 h; Potency, µM (series often up to 46.1 µM), for the others: top-dose activation, hits mostly activators; actives 0.31% (n = 410,000); also: potency is read from the fitted curve at half-maximal effect; % of control where 0% means no effect; nearly all actives have a fitted effect of over 65% in size
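Each well held 1000 AREc32 cells, which were incubated with compound for 24 hr at 37 deg C after overnight attachment, and ARE reporter activity was quantified by firefly luciferase luminescence.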
A549 tox: Nrf2 qHTS screen for inhibitors: counterscreen for cytotoxicity; A549 ARE-Fluc cells, CellTiter-Fluor viability, 18-24 h; Potency, µM (titrated, usually from 46 µM), for the others: at the highest dose activity change, negative = cytotoxicity, actives largely listed as inhibitors; actives 0.16% (n = 390,000); AID 504648, 2011; also: potency is read from the fitted curve at half-maximal effect; % is scaled to controls: 0 for no effect and ±100 for the full control effect
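Cytotoxicity counterscreen: CellTiter-Fluor fluorescence was measured in A549 ARE_Fluc cells after 18-24 h of compound exposure in a concentration series. The subsequent BugLite luminescent read reports ARE-luciferase activity.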
S2 tox: Viability Counterscreen for Primary qHTS for Inhibitors of ATXN expression; actives 0.49% (n = 400,000); AID 651635, 2014; Potency, µM (doses to about 56.7 µM), most hits filed as cytotoxic; S2 cells (HEK-293 line with an ATXN2-luciferase reporter) viability, CellTiter-Fluor protease fluorescence, 24 h; also: potency is read from the fitted curve at half-maximal effect; nearly all actives have a fitted effect of over 40% in size
CCT modulator: High-Throughput Screening for Modulators of Cytosolic Chaperonin Activity; actives 0.3% (n = 360,000); purified chaperonin ATPase assay, HTRF ADP detection, 30 min; activity change, % (no concentration beside the values), hits read low; AID 651819, 2012; in the data active = activity change below about -30%; also: % is scaled to controls: 0 for no effect and ±100 for the full control effect
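TRiC (40 or 20 nM final, by batch activity) in 30 mM Tris pH 7.4, 100 mM KCl, 5 mM MgCl2, 1 mM DTT was treated with compound at 76 uM single dose, then 10 uM ATP, 30 min at 37 °C. ADP was read by HTRF Transcreener.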
Nrf2 inh: Nrf2 qHTS screen for inhibitors | A549 ARE-Fluc reporter, luciferase luminescence, 18-24 h | Potency, µM (titrated, usually from 46 µM), inactives show at the top dose activity change, negative = inhibition, hits mostly inhibitors | actives 2.1% (n = 360,000); also: potency is read from the fitted curve at half-maximal effect; % is scaled to controls: 0 for no effect and ±100 for the full control effect; nearly all actives have a fitted effect of over 60% in size
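Nrf2 activity is the BugLite luminescence, read 15 min after reagent at room temperature, following CellTiter-Fluor cytotoxicity readout (30 min, 37C). Compound titrations were applied for 18-24 h to 5000 A549 ARE_Fluc cells/well in 5% FBS OPTI-MEM.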
pAkt inh: HTS Assay for Inhibitors of Akt Phophorylation: Primary Screen; AID 651550, 2012; actives 0.32% (n = 360,000); Neuro2A IGF-stimulated pAkt S473 HTRF, 20 min; hits give low values; activity change, % for hits at 50 µM; in the data active = activity change below about -80%; inconclusive = mostly about -51% to -80%; also: % is scaled to controls: 0 for no effect and ±100 for the full control effect
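Single-point screen (50 µM final compound) in Neuro2A cells stimulated 20 min with 6 nM IGF at 37 deg C. After lysis, Ser473-phosphorylated Akt read by HTRF (ex 330 nm, em 615/665 nm) as the 665/615 ratio.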
HepG2 viability: qHTS for Inhibitors of TGF-b: Cytotox Counterscreen | AID 588856, 2011 | actives 0.76% (n = 410,000) | Potency, µM (top dose mostly 46.1 µM), inactives show at the top dose activity change, negative = cytotoxicity, usual class: cytotoxic | HepG2 CAGA-GFP viability, ATP luminescence, 18 h; also: potency is read from the fitted curve at half-maximal effect; some results filed as inactive show a strong effect at the top dose
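CellTiter-Glo luminescence gave cytotoxicity after 18 hours at 37 degrees C. The cells were HepG2 CAGA-GFP in 1% FBS DMEM, stimulated with 500 pg/mL TGF-beta after compound addition. %Activity was normalised to no-cell wells (complete cell-killing) and DMSO (no toxicity), and curves were fitted and classified.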
Mm-Cpn inhibitor: Inhibitors of TCP-1 ring complex (TRiC) of Methanococcus maripaludis (MmCpn): qHTS; purified Mm-Cpn ATPase, ADP Transcreener TR-FRET; Chaperonin Mm-Cpn (Methanococcus maripaludis); AID 504842, 2011; Potency, µM (top dose mostly 76.9 µM), for inactives: top-dose activity, negative = inhibition, hits mostly inhibitors; actives 0.031% (n = 330,000); also: potency is read from the fitted curve at half-maximal effect; % is scaled to controls: 0 for no effect and ±100 for the full control effect; nearly all actives have a fitted effect of over 80% in size
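Reaction buffer contained 30 mM Tris pH 7.4, 100 mM KCl, 5 mM MgCl2 and 1 mM DTT. Mm-CPN (25 nM final) hydrolysed 10 uM ATP over 30 min at 37°C; ADP was read by HTRF.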
TGFb inhibitor: qHTS for Inhibitors of TGF-b | HepG2 CAGA-GFP TGF-b/SMAD3 reporter, GFP fluorescence, 18 h; TGF-beta stimulated, 500 pg/mL final | Potency, µM (series often up to 46.1 µM), without a hit: top-dose activity, negative = inhibition, actives largely listed as inhibitors | actives 1.2% (n = 410,000) | AID 588855, 2011; also: potency is read from the fitted curve at half-maximal effect; % is scaled to controls: 0 for no effect and ±100 for the full control effect; nearly all actives have a fitted effect of over 65% in size
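HEPG2 CAGA-GFP reporter cells (1000/well, DMEM with 1% FBS) received compounds, then recombinant TGF-beta at 500 pg/mL final for 18 hours at 37 degrees C. Per-cell GFP summed per well was normalised to unstimulated and stimulated DMSO controls before curve fitting.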
Numbers without * were called inactive; i = inactive; ? = inconclusive; . = no result given; [ ] = dose if it differs, or a comment. Unless noted, calls follow the shape of the dose curve; as a rule, active = well fitted curve in the direction sought with a large enough effect; inconclusive = small, poorly fitted or top-dose-only effect, or another doubt; inactive = no such curve, though single readings can be large; an effect the other way counts as inactive or inconclusive.

no.	molecule	Nrf2 activator	A549 tox	S2 tox	CCT modulator	Nrf2 inh	pAkt inh	HepG2 viability	Mm-Cpn inhibitor	TGFb inhibitor
1	C[C@@H](NC(=O)c1[nH]cnc1C(=O)Nc1ccccc1)c1ccccc1	-2.1%	-8%	?	0.4	23µM*	i	-26%	0%	14µM*
2	Cc1ccc(S(=O)(=O)N2CCN(C(=O)Cn3c(=O)cnc4ccccc43)CC2)cc1	-0.4%	0%	i	0.0	-9%	i	3%	-2%	-12%
3	CCc1ccc(-n2c(=S)sc3c(=O)n(-c4ccccc4OC)c(=S)[nH]c32)cc1	4.7%	0%	?	-2.3	0%	i	-4%	-3%	-26%
4	O=C(c1c[nH]c(=O)n(-c2ccccc2)c1=O)N1CCc2ccccc21	0.2%	0%	i	0.8	0%	i	-9%	0%	8%
5	O=C(c1ccc(CNS(=O)(=O)c2ccccc2)cc1)N1CCN(Cc2ccccc2)CC1	0.3%	-15%	?	-2.0	13µM*	i	-31%	0%	?
6	C/C(=N/NC(=O)c1cc(-c2ccc(Br)s2)[nH]n1)c1ccco1	8.5%	8%	i	-1.0	-6%	i	-49%	1%	?
7	O=C(CCNS(=O)(=O)c1cccc(C(F)(F)F)c1)NCc1ccco1	-0.5%	4%	i	-0.4	-3%	i	-3%	-9%	7%
8	CC[C@H](C)[C@H](NC(=O)c1ccccc1)C(=O)Nc1ccc(S(=O)(=O)Nc2cc(C)nc(C)n2)cc1	-0.9%	-2%	i	-0.1	2%	i	8%	2%	17%
9	FC(F)Sc1ccc(Nc2ncnc3nc[nH]c23)cc1	3.6%	0%	i	-1.4	-19%	i	-31%	-1%	-1%
10	O=C(CCn1c(=O)c2ccccc2n(CC(=O)N2CCN(c3ccccc3)CC2)c1=O)NCc1ccco1	-0.6%	-5%	i	-0.8	-5%	i	-13%	1%	-1%
11	COc1ccc(NC(=O)CN(C)C(=O)CCc2ccccc2)cc1	-0.1%	-5%	i	1.7	-5%	i	-10%	0%	-24%
12	Cc1ccccc1C(=O)Nc1c(C)[nH]c(=O)[nH]c1=O	0.5%	-6%	i	-0.7	-7%	i	0%	-1%	2%

Carrying on:
no.	molecule	Nrf2 activator	A549 tox	S2 tox	CCT modulator	Nrf2 inh	pAkt inh	HepG2 viability	Mm-Cpn inhibitor	TGFb inhibitor
13	CC(C)C[C@H]1CN([C@@H](Cc2ccccc2)CN2CCC[C@H]2CN2C(=O)C(=O)NC[C@@H]2Cc2ccc(O)cc2)C(=O)C(=O)N1CCc1ccccc1	-1.3%	.	?	-2.3	.	i	.	.	.
14	Cc1cc(C(=O)Nc2c(C)n(C)n(-c3ccccc3)c2=O)cs1	3.6%	-7%[1.84 µM]	i	-0.2	0%	i	7%	1%	20%
15	O=S(=O)(NCc1ccccn1)c1ccc(Cl)s1	-0.6%	6%	i	-1.5	2%	i	-31%	-1%	10%
16	Cc1ccccc1NC(=O)c1csc2c1CCCC2	3.0%	12%	i	-3.5	.	i	-21%	4%	1%
17	CCN(CC)CCNS(=O)(=O)c1ccc(OC)c(Br)c1	-0.7%	-5%	i	0.2	-11%	i	4%	-2%	-19%
18	CN(CCc1ccccn1)C(=O)CCC1CCCN(C(=O)c2c(F)ccc(F)c2F)C1 (centres undefined)	-0.5%	-4%	i	-2.1	-7%	i	-1%	-8%	-20%
19	COc1cc(N(C)C)c([N+](=O)[O-])cc1C(=O)N1CCOCC1	-0.3%	-12%	?	-0.2	-4%	i	2%	3%	3%
20	COc1ccc(/C=C/c2onc(C)c2S(=O)(=O)N2CCC(C(=O)N3CCCCC3)CC2)cc1	-0.5%	3%	.	.	.	.	-3%	.	?
21	CCOC(=O)N1CCN(c2ccc(S(=O)(=O)N3CCOCC3)cc2[N+](=O)[O-])CC1	0.3%	-16%	i	-0.4	-13%	i	7%	2%	-16%
22	COc1ccc(C(CNC(=O)c2cc3ccccc3o2)N2CCCC2)cc1 (centres undefined)	0.4%	1%	i	-0.6	13%	i	-7%	-10%	6%
23	COc1ccccc1CN1CC(C(=O)NCc2ncccc2C)CCC1=O (centres undefined)	-0.1%	8%	i	-1.3	1%	i	-9%	0%	-4%
24	CN(C)S(=O)(=O)c1ccc(NC(=O)COC(=O)c2n[nH]c3ccccc23)cc1	4.9%	-14%	i	2.7	?	.	-9%	-7%	-7%

Compound profiles, from the list above.
`Cc1ccccc1NC(=O)c1csc2c1CCCC2` across the screens: Nrf2 activator: 3.0%; A549 tox: 12%; S2 tox: i; CCT modulator: -3.5; Nrf2 inh: .; pAkt inh: i; HepG2 viability: -21%; Mm-Cpn inhibitor: 4%; TGFb inhibitor: 1%
`CN(CCc1ccccn1)C(=O)CCC1CCCN(C(=O)c2c(F)ccc(F)c2F)C1` (centres undefined) across the screens: Nrf2 activator: -0.5%; A549 tox: -4%; S2 tox: i; CCT modulator: -2.1; Nrf2 inh: -7%; pAkt inh: i; HepG2 viability: -1%; Mm-Cpn inhibitor: -8%; TGFb inhibitor: -20%

New compounds follow.
no.	molecule	Nrf2 activator	A549 tox	S2 tox	CCT modulator	Nrf2 inh	pAkt inh	HepG2 viability	Mm-Cpn inhibitor	TGFb inhibitor
25	CC1C(=O)N2CCCc3cc(NC(=O)C(=O)NCc4cccnc4)cc1c32 (centres undefined)	3.6%	-4%	i	0.1	3%	i	1%	-2%	0%
26	O=C(CC12CC3CC(CC(C3)C1)C2)Nc1ccccc1N1CCOCC1	-0.1%	10%	i	-0.4	-5%	i	-17%	-3%	-7%
27	Cc1cc(-c2ccccc2)c2c3c(c(-c4ccccc4)n2n1)c(=O)n(C)c(=O)n3C	0.0%	11%	i	-3.2	2%	i	-23%	1%	60%[activator]
28	COc1ccc(NC(=S)NCCN2CCC(C)CC2)cc1Cl	-0.1%	2%	i	-3.0	-2%	i	0%	2%	0%
29	Cc1ccc(F)c(S(=O)(=O)NC(=O)C2(C)CCN2C(=O)c2ccccc2)c1 (centres undefined)	0.2%	.	i	0.0	.	i	-3%	.	6%
30	COc1ccc2c(c1)c1ncn(CCc3ccccc3)c(=O)c1n2C	4.6%	-17%	i	-4.7	-5%	i	-28%	1%	?
31	COc1cc2c(cc1OC)CN(C(=O)c1ccc(OC)c([N+](=O)[O-])c1)CC2	-0.5%	-4%	i	2.5	-13%	i	3%	2%	25%
32	OC(COCCOc1ccc(Br)cc1)CN1CCN(Cc2ccccc2)CC1 (centres undefined)	4.7%	-2%	i	1.8	-20%	i	-31%	-1%	?
33	Cc1oc2cc3oc(=O)c(CC(=O)NCCCC(=O)O)c(C)c3cc2c1C	-0.1%	0%	i	-1.1	6%	i	3%	-1%	30%
34	O=C(O)C1CCCN1S(=O)(=O)c1ccccc1 (centres undefined)	-0.1%	-1%	i	-0.2	?	i	0%	-4%	-6%
35	C[C@H]1CN([C@@H](C)CO)C(=O)c2cc(NS(=O)(=O)c3ccc(F)cc3)ccc2O[C@H]1CN(C)S(=O)(=O)c1cn(C)cn1	0.1%	4%	i	-0.2	?	i	3%	0%	11%
36	CSc1nc(-c2ccccc2)cn1-c1ccc(NC(C)=O)cc1	3.9%	-2%	?	-2.1	?	i	-16%	1%	-22%

(next part)
no.	molecule	Nrf2 activator	A549 tox	S2 tox	CCT modulator	Nrf2 inh	pAkt inh	HepG2 viability	Mm-Cpn inhibitor	TGFb inhibitor
37	COCCC1CCCCN1C(=O)c1cc(COc2ccc(C)nc2)on1 (centres undefined)	-0.2%	-7%	i	2.1	?	i	-4%	1%	-10%
38	O=C(NCc1ccco1)c1ccc2c(c1)N(Cc1ccccc1F)C(=O)c1ccccc1S2(=O)=O	8.1%	1%	.	.	-23%	.	-10%	.	-10%
39	Cc1cc(NC(=O)CSc2nc3c(c(-c4cccnc4)c2C#N)CCC3)no1	-0.5%	-1%	i	0.5	?	-102%*	-1%	?	-1%
40	COc1ccc2c(c1)cc(CNc1ccc(OC)c(OC)c1)c(=O)n2CC(=O)Nc1ccccc1C	-1.9%	0%	?	.	4%	.	-15%	.	1%
41	O=[N+]([O-])c1ccc(N2CCCCC2)cc1	0.2%	-3%	i	0.5	13%	i	4%	2%	2%
42	O=S(CC(O)(c1ccccc1)c1ccccc1)CC(O)(c1ccccc1)c1ccccc1	1.8%	.	i	-0.8	.	i	-17%	.	?
43	CCc1cc2c(C)cc(C)cc2nc1SCC(=O)Nc1cc(C)on1	0.0%	-6%	i	-1.4	-21%	i	2%	-2%	-2%
44	COC(=O)C[C@H]1C[C@H]2c3cc(NC(=O)Nc4ccc(F)cc4)ccc3O[C@H]2[C@@H](CO)O1	0.0%	.	i	-2.3	.	i	-5%	.	9%
45	CC(C)Cn1nc(NC(=O)c2cccc(Cl)c2)c2cc3ccccc3nc21	1.0%	4%	.	.	-18%	.	13%	.	34%[activator]
46	S=c1[nH]nc(CSCCOc2ccc(Cl)cc2Cl)o1	3.0%	-2%	i	2.7	?	i	-39%	1%	-1%
47	CSCC[C@H](NS(=O)(=O)c1ccc(C)cc1)C(=O)N1CCC(C(=O)N[C@@H](Cc2ccccc2)C(=O)O)CC1	-1.1%	3%	i	-1.7	-10%	i	-22%	-1%	-3%
48	Cc1cc(C)cc(-n2ccnc(NCc3ccc(F)cc3)c2=O)c1	0.0%	0%	i	.	?	.	-3%	.	-11%
49	Cc1ccc(/C=N\NC(=O)Cc2noc3ccccc23)cc1	4.0%	-3%	?	0.0	?	i	-9%	1%	-12%
50	O=C(Nc1cccc(Cn2cccn2)c1)c1cc2c(s1)CCCC2	5.4%	-17%	?	-2.7	.	i	-18%	-4%	-1%
